SENP1 FRET inh – inhibitors of human SENP1 SUMO protease catalytic domain. recombinant SENP1 catalytic domain, CyPet-SUMO1-YPet FRET cleavage. inhibition, % at 10 µM. 0.21% of 360,000 active;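 active = inhibition at least 30% at 10 µM, raw YFP signal under a set limit, fluorescence ratio 0.5 to 1.5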;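 note: 0% = enzyme with DMSO and 100% = no enzyme wells; some results filed as inactive read as strong as hits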
Target sequence (Q9P0U3 419-644 limits assumed): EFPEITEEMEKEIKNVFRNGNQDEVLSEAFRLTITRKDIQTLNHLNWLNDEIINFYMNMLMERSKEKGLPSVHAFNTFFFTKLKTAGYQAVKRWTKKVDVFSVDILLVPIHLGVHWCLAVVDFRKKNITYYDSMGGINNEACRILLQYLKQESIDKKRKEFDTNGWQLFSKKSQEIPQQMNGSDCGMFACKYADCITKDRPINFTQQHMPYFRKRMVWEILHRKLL
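Test system: hSENP1 catalytic domain, recombinant; Amount: 20 pM final SENP1 enzyme; Medium: Tris pH 8 buffer plus EDTA, NaCl, BME, BSA, NP40, catalase; Schedule: 50 min enzyme reaction, room temperature, light-protected; Technique: FRET fluorescence in CFP and YFP emission channels; Controls: no-enzyme wells low, DMSO-plus-enzyme wells high control.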
NALP3 yeast inh – inhibitors of NALP3 inflammasome in yeast; Yeast reconstituted NLRP3/ASC/caspase-1, beta-gal luminescence, 24 h; inhibition, % at 10 µM; 0.39% of 330,000 active; AID 2825;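 active = inhibition of 50% or more; inactive = inhibition below 50%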;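 note: plate controls were induced DMSO wells for no effect and uninduced yeast grown without galactose for full effect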
mIAP block – blocks mouse intestinal alkaline phosphatase. inhibition, % at 10 µM. purified mouse IAP, CDP-Star luminescence, 30 min. AID 2806. 0.2% of 330,000 active;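 active = inhibition of at least 40% at 10 µM in the primary screen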;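 note: plate controls were DMSO with enzyme for no effect and no enzyme wells for full effect; values of inactives mirror those of a sister screen read the other way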
hIAP inh – blocks human intestinal alkaline phosphatase; inhibition, % at 10 µM; purified IAP, CDP-Star luminescence, 30 min; 0.12% of 330,000 active;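 active = inhibition reaching a set limit with compound at 10 µM in the primary screen, cut at about 35% in these data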;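 note: plate controls were DMSO wells with enzyme for no effect and no-enzyme buffer wells for full effect; values of inactives mirror those of a sister screen read the other way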
Target sequence (P09923 whole entry, looked up): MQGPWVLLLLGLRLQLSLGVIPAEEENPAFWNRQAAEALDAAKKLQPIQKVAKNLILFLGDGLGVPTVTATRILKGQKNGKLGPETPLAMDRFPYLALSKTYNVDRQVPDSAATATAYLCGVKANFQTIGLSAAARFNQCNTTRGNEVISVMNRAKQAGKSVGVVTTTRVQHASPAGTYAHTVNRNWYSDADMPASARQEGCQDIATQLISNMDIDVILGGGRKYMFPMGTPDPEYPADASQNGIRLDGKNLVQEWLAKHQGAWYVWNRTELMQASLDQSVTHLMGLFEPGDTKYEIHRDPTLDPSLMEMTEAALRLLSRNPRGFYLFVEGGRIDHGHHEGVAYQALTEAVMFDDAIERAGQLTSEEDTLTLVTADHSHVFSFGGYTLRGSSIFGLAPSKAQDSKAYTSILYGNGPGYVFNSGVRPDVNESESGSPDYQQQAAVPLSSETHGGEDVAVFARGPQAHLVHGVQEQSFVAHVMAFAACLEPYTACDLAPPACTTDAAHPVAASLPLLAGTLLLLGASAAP
beta cell repl – induces beta-cell replication in MIN6 cells; 0.29% of 330,000 active; proliferation, % at 10 µM; MIN6 cells proliferation, ATPlite luminescence, 48 h; cells starved in 0.2% serum; 100% = growth in 10% serum;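 active = compounds whose signal lies at least 3.5 SD above the mean of all wells on their plate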;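 note: 0% = DMSO-treated cells in low-serum medium and 100% = 10% serum control; some compounds called inactive have numbers as strong as hits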
mIAP activ – mouse IAP activation; AID 2805; activation factor at 10 µM; muIAP, CDP-Star luminescence, 30 min; stronger effect = higher value; 1 = vehicle-only enzyme signal, 0 = enzyme-free wells; 0.24% of 330,000 active;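 active = activation factor of at least 2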; note: the source names both 10 and 20 µM as test concentration; values of inactives mirror those of a sister screen read the other way
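Assay system: mouse IAP enzyme; reagent: chemiluminescent substrate CDP-Star; dosing: test compounds delivered from DMSO solution; schedule: 30 min at room temperature; measured by: luminescence from enzymatic CDP-Star hydrolysis; controls: DMSO-only wells and no-enzyme negative control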
APOBEC3A inh – blocks human APOBEC3A ssDNA deamination. recombinant A3A, FAM/TAMRA ssDNA deamination fluorescence. inhibition, % at 20 µM. 0.41% of 330,000 active. AID 493011;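 active = at least 40% inhibition at 20 µM here, with at most 30% in a related deaminase screen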;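 note: plate controls were A3A with DMSO for no effect and wells lacking A3A enzyme for full effect; some results filed as inactive read as strong as hits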
Target sequence (P31941 whole entry, looked up): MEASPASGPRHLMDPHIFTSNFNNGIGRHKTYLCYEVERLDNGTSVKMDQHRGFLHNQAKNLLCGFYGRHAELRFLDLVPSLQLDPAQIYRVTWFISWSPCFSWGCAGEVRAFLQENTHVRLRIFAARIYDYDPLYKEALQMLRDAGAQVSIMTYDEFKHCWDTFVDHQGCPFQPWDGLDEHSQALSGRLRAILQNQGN
A3G deaminase – APOBEC3G (human) deaminase inhibition | recombinant A3G, ssDNA deamination FAM/TAMRA fluorescence | inhibition, % at 20 µM | 0.28% of 330,000 active;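 active = inhibition of at least 40% at 20 µM, with no more than 30% in the related APOBEC3A deaminase screen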;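 note: plate controls were DMSO wells with A3G for no effect and wells lacking A3G enzyme for full effect; some compounds called inactive have numbers as strong as hits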
hIAP act – human IAP activation | P09923 | purified human IAP, CDP-Star luminescence, 30 min; stronger effect = higher value; 1 = vehicle-only enzyme, 0 = enzyme-free background | activation factor at 10 µM | 0.16% of 330,000 active | AID 2524;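 active = activation factor of the enzyme at least 2-fold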; note: the source names both 10 and 20 µM as test concentration; values of inactives mirror those of a sister screen read the other way
* marks the source's active call; other numbers are inactive results; i = inactive; nt = no result given. Some of the compounds tested; count on the stated rates, not on these rows.

SMILES	SENP1 FRET inh	NALP3 yeast inh	mIAP block	hIAP inh	beta cell repl	mIAP activ	APOBEC3A inh	A3G deaminase	hIAP act
CCCN1C(=O)COc2ccc(C(=O)c3ccccc3C(=O)O)cc21	2	3	4	-2	1	0.96	-3	-5	1
Cc1ccc(-c2cc(C(F)F)n3ncc(C(=O)Nc4c(C)nn(Cc5c(Cl)cccc5Cl)c4C)c3n2)cc1	1	4	7	2	-3	0.93	0	-5	0.97
Cc1nn(C(=O)CN2C(=O)c3ccccc3C2=O)c(C)c1Br	-5	5	-1	12	0	1	7	1	0.88
CCc1ccccc1NC(=O)c1nnn(CC(=O)Nc2ccccc2C)c1N	2	-5	-3	-10	-2	1	4	0	1.1
Cc1c(NC(=O)COC(=O)/C=C/c2cccc(Cl)c2)c(=O)n(-c2ccccc2)n1C	3	-15	9	-2	2	0.91	-3	-7	1
COc1ccc(/C=C\c2onc(C)c2S(=O)(=O)N2CCC(C(=O)NCCC(C)C)CC2)cc1	2	9	14	13	-4	0.85	-4	-5	0.87
N#Cc1ccsc1NC(=O)COC(=O)CCCSc1nc2ccccc2s1	-16	14	5	-5	-2	0.95	2	3	1
CC(=O)Nc1ccc(S(=O)(=O)NC(C)CCc2ccccc2)cc1 (stereo not given)	-2	3	-5	-32	-2	1	-3	16	1.3
O=C(COc1ncnc2sccc12)Nc1ccc2c(c1)OCCO2	-6	-1	-4	0	-1	1	6	1	1
Cc1csc(NC(=O)CNC(=O)OCc2ccccc2)n1	1	13	3	-1	0	0.97	7	6	1
S=C1N(c2ccccc2)C(c2ccccc2)N2CCCN12 (stereo not given)	2	-64	6	-3	-2	0.94	-6	-1	1
CCN(CC)S(=O)(=O)c1cc(C(=O)OCC(=O)Nc2cccc(C)c2C)ccc1F	1	-8	-11	-9	0	1.1	-3	-8	1.1
C#CCOCCOCCOCCNc1nc(N2CCN(C(=O)CCCCCCCCCCNC(=O)[C@@H](CCSC)n3cc(CCO)nn3)CC2)nc(N2CCN(C(=O)CCCCCCCCCCNC(=O)[C@H](CCCN=C(N)N)n3cc(C[C@@H](C)CC)nn3)CC2)n1	-4	23	i	-58	-7	7.7*	-4	-5	1.6
CC(C)OC(=O)c1cc2c(ccn2C)n1CC(=O)N1CCC(Cc2ccccc2)CC1	-9	4	4	3	-6	0.96	4	-3	0.97
COc1ccc(/C=N/N2CCN(C)CC2)cc1OC	3	13	2	-14	1	0.98	-5	-9	1.1
CC(C)C(NC(=O)c1ccccc1F)C(=O)NCc1ccccc1 (stereo not given)	-2	29	1	-2	0	0.99	22	2	1
Cc1ccc(S(=O)(=O)N(C)CC(=O)O/N=C(\N)c2cccc(Br)c2)cc1	-2	19	9	5	-2	0.91	-3	-3	0.95
COc1cccc(OC)c1C(=O)Nc1cccc(-n2cnnn2)c1	-1	13	3	8	-1	0.97	-2	-1	0.92
Cc1ccc(O)c(NC(=O)c2cc(-c3cccs3)on2)c1	-1	25	5	7	-1	0.95	-4	-11	0.93
COc1cc(OC)cc(C(=O)NC2CC(C)(C)NC(C)(C)C2)c1	2	12	-6	-12	-5	1.1	-7	6	1.1
COc1ccc(OC)c(NC(=O)c2ccccc2N(Cc2ccccc2)S(C)(=O)=O)c1	3	18	-4	-17	5	1	0	-7	1.2
NS(=O)(=O)c1ccc(NC(=O)C2(c3ccccc3)CCCC2)cc1	4	3	2	-7	1	0.98	0	-4	1.1
COc1ccc(C(C(=O)NC2CCCC2)N(CCN2CCOCC2)C(=O)c2ccc(OC)c(OC)c2)cc1 (stereo not given)	4	12	-4	12	-1	1	-8	-6	0.88
CN1CCN(CC(=O)Nc2cc(S(=O)(=O)N3CCOCC3)ccc2Cl)CC1	1	16	3	11	-1	0.97	6	1	0.89
CCCCc1nc(C(N)=O)c2[nH]c(=O)n(-c3ccc(OCC)cc3)c2n1	0	4	-5	-89	-2	1	1	5	1.9

The listing continues.
SMILES	SENP1 FRET inh	NALP3 yeast inh	mIAP block	hIAP inh	beta cell repl	mIAP activ	APOBEC3A inh	A3G deaminase	hIAP act
CC1CN(c2nc3ccccn3c(=O)c2/C=C(\C#N)S(=O)(=O)c2ccccc2)CC(C)O1 (stereo not given)	-24	18	22	12	-1	0.78	7	2	0.88
COc1ccccc1C(=O)NCCC(=O)NCC(c1ccccc1OC)N1CCCC1 (stereo not given)	1	16	1	10	3	0.99	-1	-5	0.9
CC1(C)C(N(O)C(=O)Nc2ccc(Cl)cc2)N(c2ccc(Cl)cc2)C(=O)N1CC(=O)NN (stereo not given)	0	8	7	-7	-3	0.93	-5	-9	1.1
CCc1cc(CNC(=O)C2CCC(=O)N(Cc3cccc(F)c3)C2)on1 (stereo not given)	1	8	-5	-33	1	1	-3	-6	1.3
COc1ccccc1CNC(=O)c1csc(Cc2ccc(Cl)cc2)n1	-2	14	1	6	-3	0.99	-5	-5	0.94
O=C(OCC(=O)N1CCCC1)c1cc(Cl)ccc1[N+](=O)[O-]	2	20	6	-9	0	0.94	-2	-8	1.1
Cc1ccc(C(c2nnnn2CC2CCCO2)N2CCN(Cc3ccccc3)CC2)cc1 (stereo not given)	1	-7	-1	-1	-1	1	-3	-11	1
Cc1ccc(C)c(S(=O)(=O)N2CCN(Cc3cc4c(cc3O)OCO4)CC2)c1	2	16	-8	-4	-4	1.1	-5	-11	1
O=C(/C=C/c1ccco1)Nc1ccccc1C(=O)Nc1cccc(C(=O)O)c1	-7	-14	-1	5	-1	1	21	-1	0.95
O=C(Nc1cccc(-c2csc(Nc3ccc(Cl)cc3)n2)c1)c1cc([N+](=O)[O-])cc(C(F)(F)F)c1	2	28	-4	0	-8	1	0	-4	0.99
C=C(C)COc1ccc(-c2ncncc2-c2ccc(Br)cc2)c(O)c1	-11	-7	0	1	-6	1	-3	-8	0.99
Cc1c(C(=O)NCCSCc2c(F)cccc2Cl)cnn1-c1ccc(F)cc1	-3	5	-17	-15	-3	1.2	-1	-10	1.1
CCCC(=O)C1=C(O)C(C(=O)OC)C(C)(C)CC1=NC(C)(C)C (stereo not given)	0	-1	6	17	-1	0.94	-4	-7	0.83
CN=C(Nc1ccc(C(=O)OC)s1)c1ccc(Cl)cc1	0	-7	5	11	-2	0.95	3	-4	0.89
CC(=O)Nc1ccccc1O	-1	1	8	6	4	0.93	0	-7	0.94
COc1ccc(CC(NC(C)=O)C(=O)NC2CCN(C(=O)Nc3ccc(C#N)cc3)CC2)cc1OC (stereo not given)	-1	-5	2	8	0	0.97	-1	-5	0.92
O=S(=O)(c1ccc(Cl)s1)N1CCCCC1	1	-8	0	2	-4	1	0	-3	0.98
CCCCC(CC)C(=O)Nc1ccccc1C#N (stereo not given)	2	-3	4	-11	-4	0.96	-1	-6	1.1
Cc1cc(NC(=O)/C=C/C(=O)N(CC(=O)NC2CCCC2)c2cccc3ccccc23)no1	3	21	0	-10	-4	1	-5	-4	1.1
Cc1ccc(C(=O)c2ccc(N3CCOCC3)c(F)c2)cc1	-2	22	5	4	-2	0.95	3	-3	0.96
CCOC(=O)CNC(=O)CCNS(=O)(=O)c1ccc2c(c1)c(=O)n(C)c(=O)n2C	1	1	-2	15	-2	1	0	-9	0.85
COc1ccc(OC)c(NC(=O)Nc2ccc(Cl)cc2)c1	3	33	-80	16	-4	1.8	-5	-6	0.84
CC(=O)c1cccc(NC(=O)N2CCc3ccccc3C2)c1	-3	26	5	-20	-4	0.95	-9	-8	1.2
Cc1ccccc1NC(=O)c1cc(S(=O)(=O)N2CCOCC2)cs1	3	11	-1	-2	-4	1	-5	-6	1
Cc1cc(/C=N/NC(=O)c2ccc(CN3CCOCC3)cc2)c(C)n1-c1ccccc1	0	-10	5	6	-2	0.95	-2	-7	0.94

Exported in CSV form: entries from further up.
SMILES,SENP1 FRET inh,NALP3 yeast inh,mIAP block,hIAP inh,beta cell repl,mIAP activ,APOBEC3A inh,A3G deaminase,hIAP act
O=C(Nc1cccc(-c2csc(Nc3ccc(Cl)cc3)n2)c1)c1cc([N+](=O)[O-])cc(C(F)(F)F)c1,2,28,-4,0,-8,1,0,-4,0.99
CCc1cc(CNC(=O)C2CCC(=O)N(Cc3cccc(F)c3)C2)on1 (stereo not given),1,8,-5,-33,1,1,-3,-6,1.3
COc1ccccc1CNC(=O)c1csc(Cc2ccc(Cl)cc2)n1,-2,14,1,6,-3,0.99,-5,-5,0.94
O=S(=O)(c1ccc(Cl)s1)N1CCCCC1,1,-8,0,2,-4,1,0,-3,0.98

The list goes on.
SMILES	SENP1 FRET inh	NALP3 yeast inh	mIAP block	hIAP inh	beta cell repl	mIAP activ	APOBEC3A inh	A3G deaminase	hIAP act
O=S(=O)(c1ccc(Cl)cc1)N1CCN(C(=S)Nc2ccc(F)c(Cl)c2)CC1	3	17	-2	-4	-2	1	0	-2	1
Cc1ccc(CN(C(=O)N2CCN(C)CC2)S(=O)(=O)c2ccc(C)cc2)cc1	3	4	4	5	-2	0.96	0	-4	0.95
Cc1ccc(CSc2nnc(CNc3ccc(F)cc3)o2)cc1	1	25	6	-1	0	0.94	-1	-1	1
COc1ccc(CNC(=O)c2cnc3n(c2=O)CCS3)cc1	2	11	14	6	-1	0.86	-2	-5	0.94
N#Cc1ccc(/C=C2\CCn3c2nc2cc(C(=O)O)ccc2c3=O)cc1	-1	5	6	-4	0	0.94	5	-5	1
Cc1ccc(C(=O)c2ccc(C(F)(F)F)cc2)cc1	nt	8	1	-19	-3	0.99	-3	-5	1.2
N#CCC(=O)N/N=C\c1ccc(OC/C=C/c2ccccc2)cc1	0	12	11	-8	-2	0.89	-2	-8	1.1
CC1CCCCN1S(=O)(=O)c1ccc(C(=O)Nc2nnc(C3=COCCO3)o2)cc1 (stereo not given)	1	7	2	-21	-2	0.98	3	-4	1.2
Cc1cc(-c2ccccc2)[nH]c(=O)c1S(=O)(=O)c1ccc(Cl)cc1	-2	6	5	1	-4	0.95	0	0	0.99
Cc1ccc2sc(-c3ccc(NC(=O)CCN4C(=O)c5ccccc5C4=O)cc3)nc2c1	nt	19	8	5	0	0.92	-1	-7	0.95
Cc1ccc(C2=NN(C)c3nc4ccccc4n3C2)cc1	-15	22	-11	26	0	1.1	-4	-4	0.74
NC1=Nc2cccc3cccc1c23	-34	17	1	-5	2	0.99	-2	1	1.1
CC1(C)c2ccccc2N(CC(N)=O)C12C=Cc1ccccc1O2 (stereo not given)	1	1	-7	-4	2	1.1	-3	-5	1
CCCCNc1cc(=O)n(C)c(=O)n1C	3	-1	-1	-8	0	1	-3	-1	1.1
COc1ccc(C(=O)/C=C/Nc2cccc(C)n2)cc1OC	-93	27	6	0	0	0.94	-1	-5	1
C[C@@H](C(=O)N1CCN(C(=O)OC(C)(C)C)CC1)n1cc(CCC(=O)O)nn1	1	5	-2	-6	-1	1	1	-5	1.1
CC(Nc1c([N+](=O)[O-])c(=O)oc2ccccc12)c1ccccc1 (stereo not given)	3	5	-11	6	-1	1.1	-4	-5	0.94
CCN1/C(=C/C(C)=O)Sc2ccc(OC)cc21	0	-25	8	3	-4	0.92	-3	-3	0.97
COCCNC(=O)c1ccccc1NC(=O)Cc1ccccc1	1	5	1	16	-2	0.99	-5	-11	0.84
Cc1ccc(C)c(OCCOCCN2CCOCC2)c1	0	24	-8	-1	1	1.1	2	-2	1
CN1CCN(c2nnc(-c3ccccc3)c(-c3ccccc3)n2)CC1	3	2	6	-3	1	0.94	66*	14	1

Assay outcomes from PubChem BioAssay.
